# Screens: PubChem BioAssay, Broad Institute
# Cneo AK release – causes C. neoformans cell lysis; adenylate kinase release luminescence, 4 h; normalised: neutral wells 0, clomiphene wells 100; lysis activity, % at 15 µM; 360,000 tested, 0.2% active;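 active means mean lysis activity across replicates of at least 80%, whatever share of replicates individually reach that level; inactive means mean lysis activity below 80%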
#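 Test system: log-phase Cryptococcus neoformans yeast cells. Input: 5 × 10^6 yeast cells/mL. Medium: fresh YPD growth medium. Doses: single dose. Incubation: static 4 h at 37 °C with compound, 1 h detection. Measured by: luminescent adenylate kinase detection reagent. Read-out: signal increase indicating cell lysis. Benchmarks: Clomiphene.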
# LGR2 antag – inhibitors of bursicon-induced Drosophila LGR2 receptor cAMP signaling | HEK293 LGR2, CRE-luciferase, bursicon-stimulated, 4 h | inhibition, % at 9.99 µM | 380,000 tested, 0.35% active;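 active means drop in luminescence signal, shown as inhibition above about 50% in the replicate tests, limit read from the data, passing the limit was not always enough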;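 further: agonist challenge used bursicon conditioned medium at about half maximal strength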
# PGC1a acetyl inh – modulators of PGC1a acetylation. U2OS PGC1a acetylation, AlphaScreen anti-acetyl-lysine; with virally co-expressed GCN5 acetyltransferase. inhibition, % at 15.6 µM. 350,000 tested, 0.17% active. AID 651687;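 active means every replicate shows inhibition of at least 40%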;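 further: 0% = neutral control wells and 100% = positive control wells; some results beyond the cut were filed as inactive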
# EWS-Fli inh – blocks EWS/Fli oncoprotein-driven transcription; AID 651661; inhibition, % at 12.6 µM; A673 NR0B1-luciferase reporter, viability-normalised; 350,000 tested, 0.67% active;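 active means mean inhibition of at least 50% after viability correction, with every replicate also passing that limit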;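 further: firefly luciferase signal divided by Alamar Blue viability fluorescence both relative to DMSO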
# PAX8 inh HTS – inhibitors of PAX8 transcriptional activity in RMG-I cells. RMG-I TPO-luciferase reporter, SteadyGlo, 24 h. inhibition, % at 12.6 µM. 360,000 tested, 1.2% active. AID 652154;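 active means mean replicate inhibition at least 60% with every replicate also reaching 60%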;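 further: luciferase light reporting Pax8 driven TPO promoter activity; plate controls were median of neutral control wells for no effect and mitoxantrone controls for full effect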
# CASP6 VEID inh – inhibitors of human caspase-6; P55212; purified caspase-6, Z-VEID-R110 cleavage fluorescence; inhibition, % at 12.5 µM; 350,000 tested, 0.53% active; AID 686996;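 active means mean inhibition across replicates at least about 35%, with every replicate also reaching that limit, limit read from the data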;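 further: 0% = median of neutral control wells and 100% = no fluorescence left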
# Target sequence (P55212 24-179 limits assumed): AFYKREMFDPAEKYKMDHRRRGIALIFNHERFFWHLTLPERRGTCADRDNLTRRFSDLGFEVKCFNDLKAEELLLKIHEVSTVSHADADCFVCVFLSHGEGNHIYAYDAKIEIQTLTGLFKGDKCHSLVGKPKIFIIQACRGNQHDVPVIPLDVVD
# Target sequence (P55212 194-293 limits assumed): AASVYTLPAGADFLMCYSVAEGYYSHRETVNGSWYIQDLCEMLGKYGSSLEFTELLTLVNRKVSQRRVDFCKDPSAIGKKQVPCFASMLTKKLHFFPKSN
# FN deposit inh – fibronectin deposition inhibition | AH1F fibroblasts, Alexa488-fibronectin deposition fluorescence, overnight | AID 743247 | 350,000 tested, 0.086% active | inhibition, % at 12.6 µM;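 active means mean inhibition across replicates of 30% or more, regardless of how many single replicates reach that level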;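 further: positive control wells lacked labelled fibronectin entirely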
#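 Measured by – fluorescence 485/525 nm · System – AH1F fibroblast monolayer, labelled fibronectin deposition · Amount – 10000 cells per well · Buffer or medium – serum-reduced DMEM (2% serum) · Doses – single dose, pinned · Also added – fluorescent fibronectin at 24 nM final · Schedule – 1 h cell attachment, overnight exposure to compound and label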
# miR122 inh – inhibitors of miR-122 in Huh7 cells; activation (reporter increase), % at 12.5 µM; Huh7 miR-122 Renilla luciferase sensor, 48 h; neutral wells = 0, positive control = 100; 340,000 tested, 0.3% active;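 active means mean replicate activation score at least 90 and every replicate individually at or above 90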;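 further: higher luciferase means less miR-122 activity so hits act as miR-122 inhibitors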
# An asterisk follows results filed as active; . = not tested or not shown; & = joins results of further samples; [ ] = remark or other dose.
# Field names – A = Cneo AK release; B = LGR2 antag; C = PGC1a acetyl inh; D = EWS-Fli inh; E = PAX8 inh HTS; F = CASP6 VEID inh; G = FN deposit inh; H = miR122 inh
CC(C)(C)NC(=O)C1Cc2ccccc2CN1 (configuration not stated)
  A: 0 | B: -25 | C: 2 | D: -17 | E: 11 | F: 1 | G: 1 | H: 2

CCOc1ccc(C(=O)OC(C)C(=O)N2CCN(Cc3ccccc3)CC2)cc1 (configuration not stated)
  A: 0 | B: 7 | C: -8 | D: -1 | E: . | F: -3 | G: -2 | H: -2

O=C(O)COc1ccc(/C=N/Nc2nc(Nc3ccccc3)nc(N3CCCCC3)n2)cc1
  A: -5 | B: -8 | C: . | D: 3 | E: 0 | F: 1 | G: -12 | H: .

Cc1ccccc1C(=O)N1CCC(C(=O)NC(C)c2ccc(-n3ccnc3)cc2)CC1 (configuration not stated)
  A: 3 | B: 4 | C: -4 | D: 5 | E: 13 | F: -4 | G: -3 | H: 0

C[C@H](CO)N1C[C@H](C)[C@H](CN(C)CC2CC2)Oc2cc(Br)ccc2S1(=O)=O
  A: -2 | B: 8 | C: -13 | D: -14 | E: -10 | F: -4 | G: 11 | H: -1[16.7 µM]

COc1ccc(S(=O)(=O)Nc2ccc3c(c2)C(=O)N([C@@H](C)CO)C[C@H](C)[C@@H](CN(C)Cc2ccc(Cl)c(Cl)c2)OCCCC[C@@H](C)O3)cc1
  A: 5 | B: 12 | C: 11 | D: 49 | E: 71* | F: . | G: . | H: -10[16.7 µM]

COc1ccc(NC(=O)N(C)C[C@@H]2Oc3ccc(NC(=O)C4CC4)cc3C(=O)N([C@@H](C)CO)C[C@H]2C)cc1
  A: 9 | B: -30 | C: 0 | D: 3 | E: -10 | F: 0 | G: . | H: 8[16.7 µM]

CCCC(=O)Nc1ccc2c(c1)nc(CCN1CCCCC1)n2C
  A: -1 | B: 5 | C: 2 | D: -2 | E: 27 | F: 0 | G: 2 | H: .

Nc1c(C(=O)NCC2CCCO2)sc2nc3c(c(-c4ccco4)c12)CC/C3=C\c1ccco1 (configuration not stated)
  A: -3 | B: . | C: -7 | D: -9 | E: 5 | F: 42* | G: -4 | H: -10

C[C@@H]1CN([C@H](C)CO)C(=O)c2cc(NC(=O)c3ccncc3)ccc2O[C@@H](C)CCCCO[C@H]1CN(C)C(=O)Nc1ccc(F)cc1
  A: -2 | B: -10 | C: -13 | D: -3 | E: 10 | F: -1 | G: 8 | H: 8[16.7 µM]

# An excerpt of these results, with two lines to a compound:
# Second line of a record – Cneo AK release, LGR2 antag, PGC1a acetyl inh, EWS-Fli inh, PAX8 inh HTS, CASP6 VEID inh, FN deposit inh, miR122 inh
CC(C)(C)NC(=O)C1Cc2ccccc2CN1 (configuration not stated)
→ 0, -25, 2, -17, 11, 1, 1, 2
CCOc1ccc(C(=O)OC(C)C(=O)N2CCN(Cc3ccccc3)CC2)cc1 (configuration not stated)
→ 0, 7, -8, -1, ., -3, -2, -2
O=C(O)COc1ccc(/C=N/Nc2nc(Nc3ccccc3)nc(N3CCCCC3)n2)cc1
→ -5, -8, ., 3, 0, 1, -12, .
Cc1ccccc1C(=O)N1CCC(C(=O)NC(C)c2ccc(-n3ccnc3)cc2)CC1 (configuration not stated)
→ 3, 4, -4, 5, 13, -4, -3, 0
C[C@H](CO)N1C[C@H](C)[C@H](CN(C)CC2CC2)Oc2cc(Br)ccc2S1(=O)=O
→ -2, 8, -13, -14, -10, -4, 11, -1[16.7 µM]
COc1ccc(S(=O)(=O)Nc2ccc3c(c2)C(=O)N([C@@H](C)CO)C[C@H](C)[C@@H](CN(C)Cc2ccc(Cl)c(Cl)c2)OCCCC[C@@H](C)O3)cc1
→ 5, 12, 11, 49, 71*, ., ., -10[16.7 µM]
COc1ccc(NC(=O)N(C)C[C@@H]2Oc3ccc(NC(=O)C4CC4)cc3C(=O)N([C@@H](C)CO)C[C@H]2C)cc1
→ 9, -30, 0, 3, -10, 0, ., 8[16.7 µM]
CCCC(=O)Nc1ccc2c(c1)nc(CCN1CCCCC1)n2C
→ -1, 5, 2, -2, 27, 0, 2, .
Nc1c(C(=O)NCC2CCCO2)sc2nc3c(c(-c4ccco4)c12)CC/C3=C\c1ccco1 (configuration not stated)
→ -3, ., -7, -9, 5, 42*, -4, -10
C[C@@H]1CN([C@H](C)CO)C(=O)c2cc(NC(=O)c3ccncc3)ccc2O[C@@H](C)CCCCO[C@H]1CN(C)C(=O)Nc1ccc(F)cc1
→ -2, -10, -13, -3, 10, -1, 8, 8[16.7 µM]

# (further entries)
# Field names – A = Cneo AK release; B = LGR2 antag; C = PGC1a acetyl inh; D = EWS-Fli inh; E = PAX8 inh HTS; F = CASP6 VEID inh; G = FN deposit inh; H = miR122 inh
C#CCNC(=O)C1=C[C@@H](C2CC2)C[C@@H](OCCCCO)O1
  A: 0&-1 | B: -1 | C: 3 | D: 1&2 | E: -21&6 | F: 17&-1 | G: 6 | H: .

COc1ccc(C)cc1NC(=O)CN1C(=O)COc2ccc(S(=O)(=O)N3CCOCC3)cc21
  A: 1 | B: 5 | C: 12 | D: . | E: -21 | F: 1 | G: -6 | H: 2

COC(=O)C1=C(C)n2cnnc2NC1c1ccc(Cl)cc1 (configuration not stated)
  A: 1 | B: -5 | C: . | D: -12 | E: 4 | F: 2 | G: -10 | H: -3

O=C(NCCc1ccccc1)[C@H]1[C@H](CO)[C@H]2Cn3c(cccc3=O)[C@@H]1N2CC1CC1
  A: 1 | B: -4 | C: -1 | D: 3 | E: 4 | F: -3 | G: . | H: 0[16.7 µM]

O=C1NCC(NC(=O)C(F)(F)F)c2cc3c(cc21)OCO3 (configuration not stated)
  A: -1 | B: 8 | C: 2 | D: -3 | E: -5 | F: 2 | G: . | H: -2

O=C(c1cnccn1)N1CC[C@@H]2[C@H]1c1cc(-c3cccc(F)c3)ccc1N[C@@H]2CO
  A: -4 | B: -12 | C: -13 | D: -16 | E: -9 | F: 2 | G: 9 | H: -2[16.7 µM]

CCN(CC(=O)Nc1ccc(NC(C)=O)cc1)C(=O)c1cccc(S(=O)(=O)N2CCc3ccccc3C2)c1
  A: 7 | B: -22 | C: . | D: 5 | E: 14 | F: -8 | G: -20 | H: .

CCOc1ccc(CCN2C(=S)N([C@@H](CC(C)C)CN3CCC[C@@H]3CN3C(=S)NC[C@@H]3CC(C)C)C[C@@H]2Cc2ccc(O)cc2)cc1
  A: 2 | B: 0 | C: -35 | D: 3 | E: 57 | F: 1 | G: . | H: -5

CSc1cccc(CN2CCN(CCc3ccccc3)C(CCO)C2)c1 (configuration not stated)
  A: . | B: -10 | C: . | D: 11 | E: 3 | F: -2 | G: -1 | H: .

CC(=O)Nc1cnc(-c2ccccc2C(C)=O)cn1
  A: 1 | B: 1 | C: 7 | D: 1 | E: . | F: 2 | G: 4 | H: -7

# (more compounds)
structure	Cneo AK release	LGR2 antag	PGC1a acetyl inh	EWS-Fli inh	PAX8 inh HTS	CASP6 VEID inh	FN deposit inh	miR122 inh
CCc1ccc(OCC(=O)N2CCN(c3ccccn3)CC2)c(Br)c1	4	15	2	.	-6	-2	.	.
COc1ccc(/C(C)=N/NC(=O)c2ccccc2N)cc1	2	-3	.	-36	-28	2	.	-1
O=C(CN(CC1CCCO1)C(=O)CNS(=O)(=O)c1ccc(Cl)cc1)NCc1ccc(F)cc1 (configuration not stated)	4	10	.	-9	7	1	-5	-5
O=C(Nc1ccc(S(=O)(=O)N2CCOCC2)cc1)c1ccccc1F	1	1	.	4	14	0	-1	.
COc1ccccc1C(N)=S	3	-3	12	11	28	6	2	0
O=C(c1cnc2sccn2c1=O)N1CCCc2ccccc21	2	-21	7	1	4	1	2	-3
Cc1noc(C)c1NC(=O)N(C)C[C@H]1OCCCC[C@H](C)Oc2ccc(NC(=O)NC(C)C)cc2C(=O)N([C@@H](C)CO)C[C@H]1C	3	0	-6	-6	-10	4	.	-2[16.7 µM]
CC(C)CN1C(=O)CN(S(C)(=O)=O)CC1(C)C(=O)Nc1ccc2c(c1)OCCO2 (configuration not stated)	.	7	.	5	-9	-1	1	.
COCC(=O)N1C[C@H](C)[C@@H](OC)CN(C)C(=O)c2cc(NC(=O)c3ccccc3)ccc2OC[C@H]1C	-4	3	-19	-3	3	2	8	.
COc1ccc(CNC(=O)CN2C(=O)CC(c3ccccc3)=Nc3ccccc32)cc1	.	14	-4	4	20	-4	2	.
O=C(NCc1ccc(Cl)nc1)c1csc([C@@H]2C[C@H](O)[C@@H](CO)O2)n1	-1	2	.	8	0	-1	-1	-11
COc1ccc(NC(=O)Nc2ccc3c(c2)C(=O)N([C@@H](C)CO)C[C@H](C)[C@@H](CN(C)Cc2ccc(C(=O)O)cc2)OCCCC[C@H](C)O3)cc1	0	-3	2	3	-12	-4	.	8[16.7 µM]
COC(=O)c1c2oc(c1C(=O)OC)C(=O)N(C)Cc1cn(nn1)C[C@H](Cc1ccccc1)NC(=O)N[C@H](CO)CC2	-6	.	16	7	-8	-5	.	.
O=C1C=C(c2ccc(-c3ccccc3)c(F)c2)C[C@@H](c2ccc(F)cc2)C1	3	-8	-5	-1	6	-2	2	2
Cc1noc(C)c1NC(=O)Nc1ccc2c(c1)C(=O)N([C@@H](C)CO)C[C@@H](C)[C@H](CN(C)S(=O)(=O)c1ccc(Cl)cc1)OCCCC[C@@H](C)O2	5	-29	-2	.	7	-1	9	11[16.7 µM]
Cc1cccc(-n2ncc(C#N)c2N)c1	2	-59	12	.	.	.	.	4
O=C(CS(=O)(=O)c1ccccc1)NC1CCCCC1	0	.	-3	9	0	2	6	-1
CCOc1ccccc1OCCCC(=O)NC1CCCc2ccccc21 (configuration not stated)	3	9	-11	3	13	1	4	4
COc1ccc(NC(=O)Nc2ccc3c(c2)CC(=O)N([C@H](C)CO)C[C@@H](C)[C@@H](CN(C)Cc2ccc(C(=O)Nc4ccccc4N)cc2)O3)cc1	.	-4	4	4	19	1	.	.
COc1ccc2nc(COC(=O)c3cccc([N+](=O)[O-])c3)c(C(C)=O)[n+]([O-])c2c1	.	.	.	4	21	-1	-3	.
COc1ccc2oc(=O)c(-c3csc(Nc4cccc(O)c4)n3)cc2c1	-11	-32	-17	.	-27	.	-17	-11
CN(C)C(=O)c1cccc(-c2ccc(C3[C@@H]4CN(C(=O)CN5CCOCC5)C[C@H]3N4)cc2)c1 (some centres not stated)	.	-4&-6	6&12	-2&1	-9&1	.	-4&-2	.
O=C(NCc1cc(C(F)(F)F)cc(C(F)(F)F)c1)c1cc(-c2cc(F)ccc2OCC2CCCO2)n[nH]1 (configuration not stated)	0	-2	0	-3	8	0	3	-7
O=C(O)c1cc(S(=O)(=O)O)cc(Nc2c3ccccc3nc3ccccc23)c1O	-1	0	4	6	-13	24	0	-1
CCCNC(=O)N1CC2(CN(C(=O)C3CCOCC3)C2)c2c([nH]c3cc(OC)ccc23)[C@@H]1CO	.	-12	-6	-5	.	-3	.	.
C=CCOc1c(CNC2CCCC2)cc(Cl)cc1OC	0	11	-6	-10	10	-2	-1	2
O=C(C[C@H]1C=C[C@H](NC(=O)Nc2ccc3c(c2)OCO3)[C@@H](CO)O1)NCc1ccc(F)cc1	7	20	-9	-9	-4	-4	.	.
CN1C(=O)c2cc(NC(=O)C3CC3)ccc2OC[C@H]2O[C@@H](CC(=O)Nc3ccccc3F)CC[C@@H]21	.	7	8	0	.	1	-2	.
COc1ccccc1-n1c(SCC(=O)O)nc2sc3c(c2c1=O)CCC3	.	6	3	-1	-14	13	1	.
O=S(=O)(N/N=C\c1ccccc1O)c1ccc(Cl)cc1	4	2	.	.	-4	-1	.	.
COCCN=c1scc(-c2ccccc2)n1/N=C/c1c[nH]c2ccccc12	.	-45	.	-16	-3	0	-6	.
